M4 antag: CHRM4 antagonism in calcium assay | P08173 | CHO-hM4 cells, ACh EC80, Fluo-8 calcium fluorescence | inhibition, % at 3 µM | 360,000 tested, 0.73% active;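 active = inhibition above its plate's cutoff, the mean inhibition of sample wells plus 3 SD, cut at about 27% in these data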;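 note: 0% = acetylcholine EC80 with DMSO and 100% = DMSO without agonist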
Target sequence (P08173 whole entry, looked up): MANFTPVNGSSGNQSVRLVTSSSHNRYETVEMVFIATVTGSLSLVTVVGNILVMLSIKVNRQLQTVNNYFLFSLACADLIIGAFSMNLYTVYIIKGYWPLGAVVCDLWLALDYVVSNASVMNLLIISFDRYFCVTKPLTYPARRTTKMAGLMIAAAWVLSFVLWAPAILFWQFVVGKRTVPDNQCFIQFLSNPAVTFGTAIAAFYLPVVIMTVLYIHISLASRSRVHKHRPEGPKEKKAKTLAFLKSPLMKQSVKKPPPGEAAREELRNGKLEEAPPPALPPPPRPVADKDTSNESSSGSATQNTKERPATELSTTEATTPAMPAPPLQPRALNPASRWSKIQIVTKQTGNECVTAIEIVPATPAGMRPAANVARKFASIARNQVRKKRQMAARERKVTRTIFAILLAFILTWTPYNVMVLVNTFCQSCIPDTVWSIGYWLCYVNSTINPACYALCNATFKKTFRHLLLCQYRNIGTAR
M5 ag: agonists of human muscarinic M5 receptor (CHRM5) | P08912 | CHO-K1 hM5 cells, Fluo-8 calcium fluorescence; 0% DMSO wells, 100% maximal acetylcholine response | activation, % at 3 µM | 360,000 tested, 0.19% active | AID 624037;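 active = activation above the run's mean over test compounds plus 3 SD, cut at about 23% in these data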;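 note: signal is peak over basal fluorescence ratio across the kinetic read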
Target sequence (P08912 whole entry, looked up): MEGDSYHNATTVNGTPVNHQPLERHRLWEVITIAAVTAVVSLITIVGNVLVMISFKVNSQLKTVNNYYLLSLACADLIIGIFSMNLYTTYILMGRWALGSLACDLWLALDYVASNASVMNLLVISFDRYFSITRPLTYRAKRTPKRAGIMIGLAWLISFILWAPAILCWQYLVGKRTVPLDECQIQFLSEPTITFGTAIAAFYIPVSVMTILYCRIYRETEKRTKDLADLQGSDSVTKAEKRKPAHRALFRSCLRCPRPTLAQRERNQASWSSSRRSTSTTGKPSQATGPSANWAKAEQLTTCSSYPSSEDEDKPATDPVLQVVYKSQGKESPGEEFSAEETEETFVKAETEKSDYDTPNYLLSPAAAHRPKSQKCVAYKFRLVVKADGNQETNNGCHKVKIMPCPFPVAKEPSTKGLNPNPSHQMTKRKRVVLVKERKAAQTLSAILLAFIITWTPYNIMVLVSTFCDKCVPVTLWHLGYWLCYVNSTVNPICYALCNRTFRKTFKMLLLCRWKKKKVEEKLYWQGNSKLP
M1 PAM: positive allosteric modulators of human M1 muscarinic receptor; P11229; CHO-K1 hM1, Fluo-8 calcium fluorescence, ACh EC20; 0% = ACh EC20, 100% = maximal ACh; activation, % at 3 µM; 360,000 tested, 0.088% active; in the data active = activation above about 19%, passing the limit was not always enough
M1 antag: blocks human M1 muscarinic receptor; P11229; inhibition, % at 3 µM; AID 588852; 360,000 tested, 1.3% active; CHO-K1 hM1, Fluo-8 calcium fluorescence, ACh EC80 antagonist;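 active = percent inhibition above its own plate's cutoff, namely the mean of that plate's compound wells plus 3 SD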;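 note: peak over basal fluorescence ratio during 140 s after agonist addition; 0% = ACh EC80 plus DMSO and 100% = DMSO alone without agonist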
CHRM5 antagonist: antagonists of human muscarinic M5 receptor (CHRM5); P08912; CHO-hM5 cells, Fluo-8 calcium fluorescence, ACh EC80; inhibition, % at 3 µM; 360,000 tested, 0.59% active; AID 624040;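 active = inhibition above a per-plate cutoff, the mean of that plate's test compounds plus 3 SD, cut at about 27% in these data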;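 note: 0% = acetylcholine EC80 with DMSO and 100% = DMSO without agonist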
CHRM5 PAM: potentiates acetylcholine response at human M5 receptor; AID 624038; CHO-K1 hM5, Fluo-8 calcium, ACh EC20 PAM; 0% = ACh EC20, 100% = ACh EC100; P08912; activation, % at 3 µM; 360,000 tested, 0.3% active;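 active = activation above the run cutoff, the mean activation of all test compounds plus 3 SD, cut at about 18% in these data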
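Assay system: CHO-K1 hM5 cells. Also added: acetylcholine at EC20 concentration, added after compound. Dosing: 3 µM, single dose. Times: compound preincubation 140 s before EC20 acetylcholine addition. Signal: Fluo-8 calcium fluorescence. Measure: % activation relative to EC20 and EC100 ACh responses. Repeats: singlicate, one well per test compound.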
CHRM4 PAM: CHRM4 positive allosteric modulation; P08173; CHO-K1 hM4/Gqi5, Fluo-8 calcium fluorescence, ACh EC20; 0% = ACh EC20, 100% = maximal ACh; activation, % at 3 µM; 360,000 tested, 0.4% active;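 active = activation above its plate's cutoff, the mean activation of sample wells plus 3 SD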; note: some results filed as inactive read as strong as hits
CHRM4 agonist: agonists of human muscarinic M4 receptor (CHRM4). P08173. CHO-K1 hM4/Gqi5, Fluo-8 calcium fluorescence; vehicle 0%, full acetylcholine response 100%. activation, % at 3 µM. 360,000 tested, 0.14% active. AID 624127;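 active = activation above the run mean over all test wells plus 3 SD, cut at about 32% in these data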;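 note: peak over basal fluorescence ratio per well then scaled between controls; 0% = DMSO wells and 100% = acetylcholine at EC100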
CRFR2-BP ag: CRF-BP/CRF-R2 complex agonism | HEK293 CRF-R2/CRF-BP, calcium dye fluorescence (FLIPR); percent of saturating CRF peptide response | activation, % at 13.2 µM | 350,000 tested, 0.46% active | AID 588473;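 active = activation of at least 50%, plus an integration ratio under a set limit after plate pattern correction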;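 note: plate controls were neutral control wells without compound for no effect and CRF at EC100 for full effect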
* hit, by the source's call.

`Cc1ccc(C(=O)NCC(=O)OCC(=O)c2ccc(C)c([N+](=O)[O-])c2)cc1` gave M4 antag 3, M5 ag -5, M1 PAM -5, M1 antag 11, CHRM5 antagonist 3, CHRM5 PAM -7, CHRM4 PAM 3, CHRM4 agonist 0 and CRFR2-BP ag -2.0.
Screening CCCOc1ccc(C(=O)NCC(c2cccs2)N(C)C)cc1 (stereo not drawn) returned M4 antag -2, M5 ag -11, M1 PAM -21, M1 antag 9, CHRM5 antagonist -6, CHRM5 PAM -9, CHRM4 PAM 0, CHRM4 agonist 2 and CRFR2-BP ag -1.5.
For CCOc1cc(C(=S)N2CCOCC2)ccc1OS(=O)(=O)c1ccc(C)cc1 the results were M4 antag 1, M5 ag 7, M1 PAM -4, M1 antag -1, CHRM5 antagonist -5, CHRM5 PAM 6, CHRM4 PAM -6, CHRM4 agonist 4 and CRFR2-BP ag 0.3.
Cc1c2c(nc3nc4ccccc4n13)CC(C)(C)CC2=O was read as M4 antag 12, M5 ag -2, M1 PAM 7, M1 antag -5, CHRM5 antagonist 0, CHRM5 PAM 0, CHRM4 PAM 11, CHRM4 agonist 1 and CRFR2-BP ag 0.8.
For Cc1cccc(NS(=O)(=O)c2c(C)nc3scc(C)n3c2=O)c1 the results were M4 antag -4, M5 ag -4, M1 PAM 6, M1 antag -13, CHRM5 antagonist 9, CHRM5 PAM -7, CHRM4 PAM -3, CHRM4 agonist 6 and CRFR2-BP ag 1.2.
`CC1CCN(C(=O)c2[nH]cnc2C(=O)NCCCCCNC(=O)OC(C)(C)C)CC1` gave M4 antag 9, M5 ag 1, M1 PAM -2, M1 antag -1, CHRM5 antagonist 9, CHRM5 PAM -3, CHRM4 PAM -9, CHRM4 agonist 6 and CRFR2-BP ag -1.7.
O=[N+]([O-])c1ccc(S(=O)(=O)N/N=C/c2ccco2)cc1 was read as M4 antag -3, M5 ag -3, M1 PAM 8, M1 antag -8, CHRM5 antagonist -1, CHRM5 PAM 1, CHRM4 PAM 1, CHRM4 agonist 1 and CRFR2-BP ag -0.7.
NS(=O)(=O)c1cccc(NC(=O)Cn2cc(C(F)(F)F)cc(Cl)c2=O)c1 was read as M4 antag -3, M5 ag 3, M1 PAM 6, M1 antag -7, CHRM5 antagonist 8, CHRM5 PAM -1, CHRM4 PAM 7, CHRM4 agonist 0 and CRFR2-BP ag -0.9.
`Cc1ccc(-c2oc3ncnc(N)c3c2-c2ccc(C)cc2)cc1` gave M4 antag -8, M5 ag 0, M1 PAM 21, M1 antag -10, CHRM5 antagonist 3, CHRM5 PAM -3, CHRM4 PAM 6, CHRM4 agonist 1 and CRFR2-BP ag -0.5.
CC(=O)c1ccc(OC2(C)CCN(Cc3cc4ccccc4[nH]3)C2)cc1 (stereo not drawn) was read as M4 antag -6, M5 ag 0, M1 PAM 1, M1 antag -14, CHRM5 antagonist 2, CHRM5 PAM 1, CHRM4 PAM -3 and CHRM4 agonist 2.
Screening COc1ccccc1N1CCN(C(c2cccs2)C(C)NC(=O)C(=O)N2CCCCC2)CC1 (stereo not drawn) returned M4 antag 13, M5 ag -6, M1 PAM 10, M1 antag 5, CHRM5 antagonist 7, CHRM5 PAM -3, CHRM4 PAM 5, CHRM4 agonist 1 and CRFR2-BP ag -1.8.
CCOC(=O)C1(C)CCCCCN1C(=O)c1ccc(Cl)nc1 (stereo not drawn) was read as M4 antag -13, M5 ag 1, M1 PAM 0, M1 antag -3, CHRM5 antagonist -3, CHRM5 PAM -1, CHRM4 PAM 0 and CHRM4 agonist 1.
For O=C(c1cc2cc(F)ccc2[nH]1)N1CCCC(Nc2ccc(F)cc2)C1 (stereo not drawn) the results were M4 antag -6, M5 ag -2, M1 PAM 8, M1 antag -9, CHRM5 antagonist 5, CHRM5 PAM -1, CHRM4 PAM -2, CHRM4 agonist 7 and CRFR2-BP ag 2.2.
`COc1cccc(-c2c(-c3cc(OC)cc(OC)c3)n(C)c3ccc(Br)cc23)c1` gave M4 antag -17, M5 ag 3, M1 PAM 3, M1 antag 0, CHRM5 antagonist 4, CHRM5 PAM 4, CHRM4 PAM 6, CHRM4 agonist 0 and CRFR2-BP ag 1.2.
For CN1C(C(=O)c2ccccc2)=C(N)c2ccccc2S1(=O)=O the results were M4 antag -4, M5 ag -3, M1 PAM 9, M1 antag -6, CHRM5 antagonist 2, CHRM5 PAM -4, CHRM4 PAM -5, CHRM4 agonist 2 and CRFR2-BP ag 0.1.
Screening CCN(C(=O)COC(=O)c1cccnc1)c1cccc2ccccc12 returned M4 antag 10, M5 ag 2, M1 PAM 4, M1 antag -5, CHRM5 antagonist 3, CHRM5 PAM 12, CHRM4 PAM 2, CHRM4 agonist 2 and CRFR2-BP ag -0.3.
Screening CCC1(C)CC(C#N)(C#N)C(=O)NC1=O (stereo not drawn) returned M4 antag 12, M5 ag 2, M1 PAM 4, M1 antag -4, CHRM5 antagonist -5, CHRM5 PAM 3, CHRM4 PAM -2 and CHRM4 agonist 0.
For CN(C)c1nc(-c2ccccc2)nc(-c2ccc(Cl)cc2)c1C#N the results were M4 antag 8, M5 ag -3, M1 PAM 6, M1 antag -2, CHRM5 antagonist 3, CHRM5 PAM 3, CHRM4 PAM -2, CHRM4 agonist 0 and CRFR2-BP ag 1.1.
For O=C(Nc1nc(-c2ccc(S(=O)(=O)N3CCCC3)cc2)cs1)C1COc2ccccc2O1 (stereo not drawn) the results were M4 antag 21, M5 ag 2, M1 PAM -7, M1 antag 0, CHRM5 antagonist 11, CHRM5 PAM -24, CHRM4 PAM -17, CHRM4 agonist 13 and CRFR2-BP ag 2.0.
`CC(=O)NC(=S)Nc1cc(C(=O)O)ccc1Cl` gave M4 antag -4, M5 ag -8, M1 PAM -4, M1 antag 0, CHRM5 antagonist -1, CHRM5 PAM -4, CHRM4 PAM 1, CHRM4 agonist 0 and CRFR2-BP ag 0.4.
Screening CCOCCCNC(=O)c1ccc2c(c1)ncn2-c1ccccc1OC returned M4 antag -11, M5 ag -2, M1 PAM 15, M1 antag -7, CHRM5 antagonist 1, CHRM5 PAM 6, CHRM4 PAM -2, CHRM4 agonist 2 and CRFR2-BP ag -2.4.
Screening CCC(=O)N1CCc2cc(S(=O)(=O)CCC(=O)Nc3cccc(F)c3)ccc21 returned M4 antag 7, M5 ag -1, M1 PAM 3, M1 antag -25, CHRM5 antagonist 1, CHRM5 PAM 3, CHRM4 PAM -3, CHRM4 agonist 1 and CRFR2-BP ag 11.
`Cc1c(-c2ccccc2)[n+](=O)c(-c2ccco2)c(C)n1[O-]` gave M4 antag 1, M5 ag -2, M1 PAM 5, M1 antag -11, CHRM5 antagonist 3, CHRM5 PAM -6, CHRM4 PAM 10, CHRM4 agonist 1 and CRFR2-BP ag 4.1.
COc1ccc(N2CCN(S(=O)(=O)c3ccc(OC)c(C(=O)N4CCOCC4)c3)CC2)cc1 was read as M4 antag 1, M5 ag 0, M1 PAM 10, M1 antag -15, CHRM5 antagonist 13, CHRM5 PAM -3, CHRM4 PAM -2, CHRM4 agonist -2 and CRFR2-BP ag 2.6.
Screening CCNc1ccc(C(=O)OCC(=O)NCc2ccccc2Cl)cc1[N+](=O)[O-] returned M4 antag -13, M5 ag 0, M1 PAM 7, M1 antag -2, CHRM5 antagonist -1, CHRM5 PAM 3, CHRM4 PAM 0, CHRM4 agonist 1 and CRFR2-BP ag 1.9.
For Cc1cccc(C(=O)Nc2cccc(Br)c2)c1[N+](=O)[O-] the results were M4 antag 4, M5 ag -3, M1 PAM 4, M1 antag -3, CHRM5 antagonist 7, CHRM5 PAM 0, CHRM4 PAM -5, CHRM4 agonist 1 and CRFR2-BP ag -1.7.
Screening Cc1cc(NC(=O)C2CC2)n(-c2nc3ccccc3s2)n1 returned M4 antag -6, M5 ag -1, M1 PAM 2, M1 antag 4, CHRM5 antagonist -11, CHRM5 PAM 5, CHRM4 PAM 3, CHRM4 agonist 0 and CRFR2-BP ag 0.0.
CCCCC(=O)Nc1nc2c(s1)COc1ccccc1-2 was read as M4 antag 7, M5 ag -1, M1 PAM 3, M1 antag -13, CHRM5 antagonist 2, CHRM5 PAM -8, CHRM4 PAM -4, CHRM4 agonist 1 and CRFR2-BP ag -0.9.
`CCOc1ccc(/C=N/n2cnnc2)cc1` gave M4 antag -7, M5 ag -1, M1 PAM 5, M1 antag 2, CHRM5 antagonist 13, CHRM5 PAM -7, CHRM4 PAM 18, CHRM4 agonist 0 and CRFR2-BP ag -0.9.
Screening Cc1ccc(S(=O)(=O)N(C)C[C@H]2OCCCC[C@@H](C)Oc3ccc(N(C)C)cc3C(=O)N([C@H](C)CO)C[C@@H]2C)cc1 returned M4 antag -4, M5 ag 0, M1 PAM 7, M1 antag -15, CHRM5 antagonist -1, CHRM5 PAM 0, CHRM4 PAM 1, CHRM4 agonist 0 and CRFR2-BP ag 0.4.
Screening OC[C@@H]1CN(Cc2cccs2)C[C@H](n2cnc3c(N4CCOCC4)ncnc32)O1 returned M4 antag -1, M5 ag 1, M1 PAM 6, M1 antag -11, CHRM5 antagonist -1, CHRM5 PAM -2, CHRM4 PAM 0 and CHRM4 agonist 1.
`Cc1ccc(S(=O)(=O)c2cnc(-c3ccccc3)nc2N2CCN(C)CC2)cc1` gave M4 antag 3, M5 ag 2, M1 PAM 5, M1 antag 12, CHRM5 antagonist 4, CHRM5 PAM 7, CHRM4 PAM -6, CHRM4 agonist 1 and CRFR2-BP ag 1.4.
For CCCCn1c(N)c(N(CCOC)C(=O)COC(=O)c2ccccc2OCC)c(=O)[nH]c1=O the results were M4 antag 1, M5 ag -4, M1 PAM 9, M1 antag -6, CHRM5 antagonist 3, CHRM5 PAM 5, CHRM4 PAM 10, CHRM4 agonist 1 and CRFR2-BP ag 0.4.
`COc1ccc(-c2noc(CN(C)Cc3ccccc3)n2)c(OC)c1OC` gave M4 antag 8, M5 ag -5, M1 PAM -3, M1 antag 11, CHRM5 antagonist 5, CHRM5 PAM -3, CHRM4 PAM -4, CHRM4 agonist 1 and CRFR2-BP ag -4.2.
CCOC(=O)C1CCCN(CCC(=O)Nc2ccc(Br)c(C)c2)C1 (stereo not drawn) was read as M4 antag 2, M5 ag 0, M1 PAM -7, M1 antag -1, CHRM5 antagonist 11, CHRM5 PAM -10, CHRM4 PAM -7, CHRM4 agonist 5 and CRFR2-BP ag -0.8.
O=S(=O)(c1cccc(-c2n[nH]c(=S)n2-c2ccc(OC(F)(F)F)cc2)c1)N1CCOCC1 was read as M4 antag -23, M5 ag -4, M1 PAM 5, M1 antag -5, CHRM5 antagonist -11, CHRM5 PAM 3, CHRM4 PAM 7, CHRM4 agonist 1 and CRFR2-BP ag 0.3.
CCS(=O)(=O)N1Cc2ccccc2CC1C(=O)Nc1ccc(OC)cc1 (stereo not drawn) was read as M4 antag -7, M5 ag 3, M1 PAM 1, M1 antag 17, CHRM5 antagonist -1, CHRM5 PAM 9, CHRM4 PAM 3, CHRM4 agonist 0 and CRFR2-BP ag -1.1.

The order is random. About 2.8% of those tested had a hit in this group.
